# 12-hLO inh = qHTS Assay for Inhibitors of 12-hLO (12-human lipoxygenase) | purified 12-hLO, xylenol orange hydroperoxide absorbance | Potency, µM (series often up to 57.1 µM), for the others: top-dose activity change, negative = inhibition, hits mostly inhibitors | 150,000 tested, 0.12% active | AID 1452, 2008; note: potency is the fitted concentration of half-maximal effect; nearly all actives have a fitted effect of over 55% in size; many of its hits are not listed in these tables
# Target sequence (P18054 whole entry, looked up): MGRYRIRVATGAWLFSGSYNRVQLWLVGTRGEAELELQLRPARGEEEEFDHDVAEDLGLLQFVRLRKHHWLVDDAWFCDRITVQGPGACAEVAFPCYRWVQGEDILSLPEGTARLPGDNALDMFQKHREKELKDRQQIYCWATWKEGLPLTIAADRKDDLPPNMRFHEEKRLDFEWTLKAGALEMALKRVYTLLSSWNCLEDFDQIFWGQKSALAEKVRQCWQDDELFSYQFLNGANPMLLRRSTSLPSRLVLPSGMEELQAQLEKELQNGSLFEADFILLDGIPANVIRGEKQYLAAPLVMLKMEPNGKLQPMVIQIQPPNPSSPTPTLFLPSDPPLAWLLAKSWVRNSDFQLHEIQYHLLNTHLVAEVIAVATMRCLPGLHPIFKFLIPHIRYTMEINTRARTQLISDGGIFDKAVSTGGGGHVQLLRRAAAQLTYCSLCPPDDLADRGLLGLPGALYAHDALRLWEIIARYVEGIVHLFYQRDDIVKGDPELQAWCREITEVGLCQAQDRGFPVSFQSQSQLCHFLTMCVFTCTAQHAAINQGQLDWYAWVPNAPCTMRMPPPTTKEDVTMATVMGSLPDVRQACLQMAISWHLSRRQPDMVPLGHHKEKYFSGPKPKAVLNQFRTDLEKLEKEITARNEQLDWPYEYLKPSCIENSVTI
#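 Purified human 12hLO (150 nM final) was preincubated with compounds for 15 min at room temperature in 25 mM Hepes pH 7.0, 0.01% Triton X-100, then reacted with 40 uM arachidonic acid for 30 min. Hydroperoxide was detected with ferrous iron/xylenol orange.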
# PNC inhibitor = High Content Assay for Compounds that inhibit the Assembly of the Perinucleolar Compartment; PC3M PTB-GFP, PNC prevalence imaging, 16 h; stronger effect = lower value; activity change (PNC), negative = inhibition, % at 10 µM; 140,000 tested, 3.1% active; AID 2417, 2010;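 active = readout at or below -70, meaning at least 70% loss of cells showing the perinucleolar compartment, a nuclear body marking cancer cells; inconclusive = readout between -30 and a set limit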;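 note: plate controls were DMSO wells for no effect and camptothecin positive control wells for full effect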
#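 Read-out is percentage of cells bearing a perinucleolar compartment, from automated 20x imaging of fixed, Hoechst-stained PC3M PTB-GFP cells. Cells were seeded 4 h, then exposed 16 h to compound (23 nl of library stock) in duplicate plates.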
# IMPase inh = qHTS Assay for Identifying the Cell-Membrane Permeable IMPase Inhibitors. 120,000 tested, under 10 active. CHO-M1 cells, IP1 accumulation, HTRF TR-FRET ratio. AID 901, 2007. inhibition (IP1 accumulation), % at 46.1 µM. Inositol monophosphatase 1 (Rattus norvegicus), P97697; active = well fitted curve in the direction sought with a large enough effect in the signal ratio, not every such curve was filed as active; inconclusive = small, poorly fitted or top-dose-only effect, or a change in a side signal; inactive = no such curve, though single readings can be large or run the other way; the % refers to the signal ratio;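 note: cells stimulated with carbachol in lithium chloride buffer; plate controls were DMSO basal wells for no effect and reference inhibitor wells for full effect; higher means more IMPase inhibition seen as more IP1 and lower FRET ratio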
# Target sequence (P97697 whole entry, looked up): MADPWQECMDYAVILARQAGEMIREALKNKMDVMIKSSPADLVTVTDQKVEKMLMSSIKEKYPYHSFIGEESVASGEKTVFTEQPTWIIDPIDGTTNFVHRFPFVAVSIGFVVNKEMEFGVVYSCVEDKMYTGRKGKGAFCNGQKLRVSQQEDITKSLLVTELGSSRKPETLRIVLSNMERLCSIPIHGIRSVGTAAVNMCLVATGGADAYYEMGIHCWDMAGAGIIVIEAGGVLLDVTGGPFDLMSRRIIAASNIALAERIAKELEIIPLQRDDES
#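 CHO-M1, 2000 cells/well, cultured 16–30 h; cpd up to 46 uM; carbachol (50 uM solution, stimulation buffer w/ 50 mM LiCl, pH 7.4), 30 min 37C; IP-One TR-FRET, 10 min RT; Ex 320/Em 665, 620; Hill-fit AC50.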
# ALOX15B inhib = qHTS Assay for Inhibitors of 15-hLO-2 (15-human lipoxygenase 2); Potency, µM (doses to about 57.1 µM), for inactives: at the top dose activity change, negative = inhibition, usual class: inhibitors; Polyunsaturated fatty acid lipoxygenase ALOX15B (Homo sapiens), O15296; 110,000 tested, 0.56% active; purified 15hLO-2, xylenol orange hydroperoxide absorbance; note: potency is the fitted concentration of half-maximal effect; nearly all actives have a fitted effect of over 60% in size; many of its hits are not listed in these tables
#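 Purified human 15hLO-2 (50 nM final) preincubated with compounds 15 min at room temperature in 25 mM Hepes pH 7.5, 0.01% Triton X-100, then 45 uM arachidonic acid added for 90 min; hydroperoxide detected via ferrous/xylenol orange, 573/405 nm absorbance ratio.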
# * = called active by the depositor; ? = inconclusive; . = not tested or not shown; [ ] = remark or other dose. Unless noted, calls come from the whole dose curve; as a rule, active = well fitted curve in the direction sought with a large enough effect; inconclusive = small, poorly fitted or top-dose-only effect, or another doubt; inactive = no such curve, though single readings can be large; an effect the other way counts as inactive or inconclusive. Unless noted, % is set by controls: 0 for no effect and ±100 for the full control effect. Only part of the results is shown, so the mix of outcomes need not match the whole.
SMILES,12-hLO inh,PNC inhibitor,IMPase inh,ALOX15B inhib
CC(C)N(C)C1CCN(C(=O)Nc2ccc(Cl)c(Cl)c2)CC1,0.5%,-25.8,7.5,22.4%
N[C@H](C(=O)O)[C@H](O)C(=O)O,-5.1%,.,5.2,19.6%
CCc1ccc(CCC(=O)Nc2nnc(CC)s2)o1,-2.8%,2.8,8.2,1.9%
COc1ccccc1C(=O)Nc1ccc(Cc2ccncc2)cc1,-3.2%,-10.1,.,.
N#CC1=C(N)C(C#N)(C#N)C(c2ccncc2)C2CN(C(=O)OCc3ccccc3)CC=C12 (stereo not given),-0.6%,-118.9*,?,.
O=C(NNC1=C(C(=O)C(F)(F)F)CCC1)c1ccc(Br)cc1,-2.9%,?,5.6,9.6%
COC(=O)c1sc(S(=O)(=O)Nc2ccc3cn[nH]c3c2)c(C(=O)OC)c1C,1.4%,?,7.0,-4.8%
COc1ccc(C)cc1NC(=O)CN1CCN(S(=O)(=O)c2ccc(F)cc2)CC1,-0.5%,66.9,-6.2,-4.6%
COc1cc(OC)cc(C(=O)NC(=S)NCCc2ccccc2)c1,3.98µM*,33.1,9.7,7.94µM*
COc1cc(/C=C2\S/C(=N/S(=O)(=O)c3ccc(C)cc3)NC2=O)c([N+](=O)[O-])cc1OC,?,?,-7.7,.
COc1ccccc1NC(=O)N1CCCC1C(=O)Nc1nnc(C(C)C)s1 (stereo not given),-2.9%,47.2,-3.3,-3.3%
O=C(CCCN1C(=O)CCC1=O)Nc1cccc(C(F)(F)F)c1,0.8%,?,9.6,-3.4%
COCCn1c(SCC(=O)Nc2sccc2C(N)=O)nc2cc(Cl)ccc2c1=O,-8.0%,8.9,-15.5,5.1%
O=C(NCCO)c1ccc(-c2nnc(N3CCOCC3)c3ccccc23)cc1,0.4%,-23.9,-3.7,-1.6%
CC(C)(C)NC(=O)NC(=O)Cn1cc(C(F)(F)F)ccc1=O,3.9%,-17.4,6.5,0.4%
CCN(CC)Cc1c(O)ccc2c(=O)c(Oc3ccccc3OC)coc12,-7.2%,-80.1*,-9.4,-1.4%
O=C(c1cnccn1)N1CCC2(CCCN(C(c3ccccc3)c3ccccc3)C2)CC1,-2.3%,.,.,12.7%
CCC(Sc1nc2ccccc2c(=O)n1CC1CCCO1)C(=O)NCc1cccnc1 (stereo not given),0.3%,-27.1,-1.9,7.3%
O=c1cc(O)cc(/C=C\c2ccc(O)c(O)c2)o1,?,.,?,?
C=CCN1C(=O)c2oc3ccccc3c(=O)c2C1c1ccc(O)c(OC)c1 (stereo not given),0.7%,-12.6,-0.8,-7.8%

# In a second layout: four of the compounds above
N[C@H](C(=O)O)[C@H](O)C(=O)O
  12-hLO inh: -5.1%; PNC inhibitor: .; IMPase inh: 5.2; ALOX15B inhib: 19.6%

C=CCN1C(=O)c2oc3ccccc3c(=O)c2C1c1ccc(O)c(OC)c1 (stereo not given)
  12-hLO inh: 0.7%; PNC inhibitor: -12.6; IMPase inh: -0.8; ALOX15B inhib: -7.8%

CC(C)(C)NC(=O)NC(=O)Cn1cc(C(F)(F)F)ccc1=O
  12-hLO inh: 3.9%; PNC inhibitor: -17.4; IMPase inh: 6.5; ALOX15B inhib: 0.4%

COCCn1c(SCC(=O)Nc2sccc2C(N)=O)nc2cc(Cl)ccc2c1=O
  12-hLO inh: -8.0%; PNC inhibitor: 8.9; IMPase inh: -15.5; ALOX15B inhib: 5.1%

# (list continues)
SMILES,12-hLO inh,PNC inhibitor,IMPase inh,ALOX15B inhib
O=C(c1ccco1)N1CCC2(CCCN(C(c3ccccc3)c3ccccc3)C2)CC1,-5.5%,.,.,-8.6%
CNCc1cn2cc(Cl)ccc2n1,0.3%,-19.8,1.5,.
COc1ccc(-c2c[n+]3c(n2-c2ccccc2)CCCCC3)cc1,-0.5%,-22.4,4.3,.
Cc1ccccc1-n1c(=O)cc(N2CC(C)OC(C)C2)[nH]c1=O (stereo not given),-8.4%,0.0,1.3,0.2%
Cc1ccc(C2=NCCNC2=O)c(C)c1,-2.7%,-13.7,3.6,-11.9%
CCCCNC(=O)CSc1nnc(Cc2ccccc2)n1CC,-0.8%,-19.4,7.2,.
COc1cccc(C2CC(c3ccccc3OC)n3ncnc3N2)c1 (stereo not given),3.7%,3.3,5.6,34.2%[activator]
CCOC(=O)c1cc2c(ccn2C)n1CC(=O)N1CCN(c2ccccc2OC)CC1,-5.1%,-8.6,5.5,-12.8%
CCCn1cnc2c(c1=O)c1nc3ccccc3nc1n2Cc1ccccc1OC,-1.6%,?,7.9,-6.4%
CC1(C)C(=O)C2(CCCC2)C(=O)OC1c1ccco1 (stereo not given),3.0%,22.1,-0.1,0.3%
CCOC(=O)N1CCC(NC(=O)CCc2cn(C)c3ccccc23)CC1,-5.7%,2.9,3.2,1.0%
CC(C)NC(=S)NCc1cccnc1,0.7%,7.1,-3.6,.
O=C(c1ccc(-n2cccc2)cc1)N1CCN(Cc2ccccc2)CC1,9.6%,23.9,4.8,.
Cc1ccc(C(=O)NC(=S)Nc2cccc(NC(=O)c3ccccc3Cl)c2)cc1[N+](=O)[O-],?,?,.,.
Cc1o[nH]c(=O)c1CC[C@H](N)C(=O)O,-0.9%,.,-2.0,17.8%
COc1cccc(C2C(C#N)=C(N)Oc3c2oc(CO)cc3=O)c1 (stereo not given),-6.3%,271.3,-3.7,.
O=C(CC1c2ccccc2Oc2ccccc21)Nc1ccccc1F,-1.6%,?,.,.
O=C(CCCn1c(=S)[nH]c2cc3c(cc2c1=O)OCO3)N1CCN(C2CCCCC2)CC1,-4.7%,-2.9,10.3,19.9%
COc1ccc(CCNC(=O)c2cc(-c3ccccc3)on2)cc1OC,1.4%,13.9,-12.3,-11.0%
CCCCn1nnnc1SCC(=O)N1CCOCC1,-0.9%,32.6,-3.2,4.3%
CCCc1cc(=O)[nH]c(Nc2ccc(N3CCCCC3)cc2)n1,-0.7%,22.0,19.1,-0.7%
Fc1ccc(-c2ccc(/C=N\n3cnnc3)o2)cc1Cl,-1.7%,31.0,.,.
Cc1ccc(S(=O)(=O)Cn2nnnc2C(c2ccc(F)cc2)N2CCC(C(N)=O)CC2)cc1 (stereo not given),-0.6%,-5.1,1.5,-8.2%
COc1ccc(-c2nnc(SCc3ccccc3)n2N)cc1,-4.3%,-107.9*,-7.2,-4.0%
N#Cc1ccsc1NC(=O)COC(=O)c1cc2ccccc2cc1O,1.7%,?,.,.
CCN(CC)C(=O)c1sc(NC(=O)c2ccoc2C)c(C(=O)OC)c1C,1.6%,67.0,2.6,-25.1%
COc1ccc(C(c2sc3nc(C)nn3c2O)N2CCCCC2)cc1 (stereo not given),2.6%,5.8,-6.9,.
CC1(C)Cc2noc(N)c2C(C)(C)N1OC(=O)c1ccccc1,3.1%,6.1,-6.1[1.84 µM],-11.1%[11.4 µM]
O=C(NCc1ccc(Cl)cc1)c1ccccc1CCc1ccccc1,-2.9%,-28.5,-2.8,.
COc1ccccc1CN(Cc1nc2ccccc2c(=O)[nH]1)C(=O)Nc1cccc(C)c1,0.1%,16.8,18.3,9.0%
Cc1noc(C)c1C(=O)N1CC(C)OC(C)C1 (stereo not given),-2.2%,5.1,-0.9,3.4%
O=C(O)CC1CCS(=O)(=O)C1 (stereo not given),1.5%,2.7,11.7,-1.2%
CCOc1ccc(C(=O)c2cc([N+](=O)[O-])ccc2N2CCOCC2)cc1,-1.5%,?,.,.
CN(C)S(=O)(=O)c1ccc2c(c1)nc(CCC(=O)Nc1ccc3c(c1)OCO3)n2C,-1.3%,29.2,.,.
CO/N=C/c1ccc(N2CCN(C(=O)c3ccc(F)cc3)CC2)c([N+](=O)[O-])c1,-4.4%,2.4,10.1,2.4%
Nc1nc2n(n1)C(c1cccc(Br)c1)CC(c1ccc(F)cc1)N2 (stereo not given),7.2%,39.2,-2.6,.
CCOC(=O)N(C)OC(=O)Nc1ccc(Cl)c(Cl)c1,-6.4%,-1.0,0.1,-13.1%
COc1cccc(Nc2ncc3nc(-c4ccccc4)c(=O)n(C[C@H]4CCCO4)c3n2)c1,-3.5%,.,.,9.4%
Cc1nc(NCc2ccccc2)c2nc(-c3ccccc3)n(CCCN(C)C)c2n1,1.4%,.,.,6.7%
O=C(COC(=O)c1ccccc1Nc1ccccc1)NCc1ccccc1,2.2%,13.8,?,.
Cc1ccc(S(=O)(=O)Nc2cc(C(C(=O)OC(C)C)C(=O)C(F)(F)F)c(O)c3ccccc23)c(C)c1 (stereo not given),-25.8%,4.3,3.5,.
CCOC(=O)c1c(-c2ccc(C)cc2)csc1NC1=NS(=O)(=O)c2ccccc21,-0.1%,28.9,.,.
Cc1cc(=O)[nH]c(N/N=C/c2c(O)n(-c3ccccc3)c(=O)c3ccccc23)n1,-6.0%,-11.4,.,.
CCCNCc1cc(OC)c(OCCC)cc1Cl,11.9%,7.2,7.9,.
Cc1ccc(-c2nc3ccccc3c(=O)n2CCN2CCOCC2)cc1,-1.6%,?,-1.5[1.84 µM],-7.9%[11.4 µM]
Cc1cc(C)c(OCCCCn2cnc3ccccc3c2=O)c(C)c1,3.2%,-4.9,12.1,24.8%
CCOc1cc(CN2CCN(c3cccc(C(F)(F)F)c3)CC2)ccc1OC,-2.2%,-6.4,7.8,27.1%
CN1CCCCc2c1nc1ccccc1c2N (tested in a mixture with another compound),-1.6%,-12.5,5.7,1.4%
Cc1nn(C)cc1/C=N/NC(=O)c1ccc2c(c1)OCO2,0.7%,?,-0.6,0.9%
NC(=O)c1ncc(C(F)(F)F)cc1Oc1ccc(C(F)(F)F)cc1,-1.4%,-1.9,6.3,-4.0%
Cc1nn(C)cc1/C=N/O,0.2%,1.7,-11.4,-2.1%
CCOc1ccc(S(=O)(=O)NCc2ccc(Cl)cc2)c2cccnc12,-2.4%,20.8,.,.
Clc1ccc(C2=C3CCCCn4c(-c5ccccc5)c[n+](c43)C2)cc1,-25.8%,33.2,27.5,.
CCCNC(=O)c1nc2ncc(Br)cn2n1,-4.6%,14.7,5.0,-1.3%
COCC(=O)N1CCC2(CC1)CCN(C(=O)NC(C)C)CC2,-1.3%,.,.,5.4%
Cn1c(=O)c2c(nc(N3CCNCC3)n2Cc2cccc3ccccc23)n(C)c1=O,-2.0%,-25.8,0.7,17.1%
O=C(O)c1ccccc1OCCOc1ccccc1C(=O)O,-2.9%,4.7,-5.4,1.0%
COc1ccc(-c2noc(-c3ccc(C)cc3)n2)cc1,1.7%,?,-3.8,5.5%
COc1ccc(NC(=O)CCN2CCN(S(=O)(=O)c3cc(Cl)ccc3OC)CC2)cc1,-2.2%,13.7,-2.5,10.0%
O=C(O)CCN1Cc2ccccc2C1=O,-4.8%,-4.1,7.0,-11.4%

# Next section.
SMILES,12-hLO inh,PNC inhibitor,IMPase inh,ALOX15B inhib
O=C(c1ccc(N2C(=O)CCC2=O)cc1)N1CCN(c2ccccc2)CC1,-0.3%,13.0,10.4,-7.0%
O=C(C1CCN(S(=O)(=O)c2ccc(Cl)cc2)CC1)N1CCOCC1,-0.2%,?,5.8,0.0%
COc1ccc(S(=O)(=O)N2CCN(C(=O)Cc3cccs3)CC2)cc1,-3.1%,?,6.1,.
CCOC(=O)c1c(-c2ccc(-c3ccccc3)cc2)csc1NC(=O)C1C2CCC(O2)C1C(=O)O (stereo not given),-6.2%,-16.7,4.4,20µM*
O=c1oc2ccccc2c2c1C(c1ccc(Cl)cc1)Nc1ccc3ccccc3c1-2 (stereo not given),-8.4%,-9.8,-4.7,-7.9%
O=C(/C=C/Nc1ccc(F)cc1)c1ccc(Oc2ncccn2)cc1,5.7%,15.5,10.2[1.84 µM],20.1%[11.4 µM]
O=C(CN1CCN(C(c2ccccc2)c2ccccc2)CC1)NC(=O)NCc1ccco1,-1.8%,?,8.5,4.6%
CC(=O)SC(C)CC(=O)Nc1ccccc1 (stereo not given),0.8%,13.8,?,-2.0%
